Screening results as filed in PubChem BioAssay.
CF NFkB inh = blocks PAF-induced NF-kB reporter in cystic fibrosis cells; 360,000 compounds, 0.86% hits; inhibition, % at 5 µM; KKLEB NF-kB-GFP reporter, GFP fluorescence overnight;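 active = at least 50% inhibition at 5 µM, scaled per plate between neutral and stimulator controls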;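 also: PAF is a Pseudomonas aeruginosa culture filtrate used as stimulus; plate controls were PAF-stimulated DMSO wells for no effect and unstimulated DMSO wells for full effect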
Shn3 3UTR inh = inhibitors of Schnurri-3 3'UTR reporter in osteoblasts; AID 588674; inhibition, % at 12.5 µM; Clone20 osteoblast Shn3 3'UTR firefly luciferase, 24 h; 360,000 compounds, 0.52% hits;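 active = mean inhibition of at least 75% with every replicate also reaching 75%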;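 also: 0% = median of neutral control wells and 100% = pilot-screen positive control compound; some compounds past the cut are filed as inactive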
aDG glyco act = increases alpha dystroglycan glycosylation. activation, % at 10 µM. 360,000 compounds, 0.22% hits. AID 624168. Pro5-aDG cells, alpha-DG glycosylation AlphaScreen (IIH6); 0% Pro5, 100% B10-LARGE cell signal;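 active = activation of at least 8% versus controls, or a plate z-score of at least 8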;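 also: Pro5 are CHO cells carrying HIG-tagged alpha-DG that lacks glycosylation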
KKLEB cytotox = CF airway cell cytotoxicity counter-screen; activity change (cytotoxicity), % at 5 µM; KKLEB CF airway cells viability, ATPlite luminescence, overnight; hits give low values; cells stimulated with P. aeruginosa culture filtrate; 360,000 compounds, 0.36% hits; AID 602141;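 active = corrected activity change at or below -50% at 5 µM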
NR2E3 ag-1 = activates human photoreceptor nuclear receptor NR2E3. GST-NR2E3/biotin-RetCOR TR-FRET, 1536-well. inhibition of corepressor binding, % at 4.78 µM. 320,000 compounds, 0.12% hits. AID 2300;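 active = percent inhibition above the cutoff of mean plus 3 SD of all tested compounds, set per screening campaign, cut at about 20% in these data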;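 also: 0% = DMSO wells and 100% = biotin wells as full block of FRET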
Target sequence (Q9Y5X4 whole entry, looked up): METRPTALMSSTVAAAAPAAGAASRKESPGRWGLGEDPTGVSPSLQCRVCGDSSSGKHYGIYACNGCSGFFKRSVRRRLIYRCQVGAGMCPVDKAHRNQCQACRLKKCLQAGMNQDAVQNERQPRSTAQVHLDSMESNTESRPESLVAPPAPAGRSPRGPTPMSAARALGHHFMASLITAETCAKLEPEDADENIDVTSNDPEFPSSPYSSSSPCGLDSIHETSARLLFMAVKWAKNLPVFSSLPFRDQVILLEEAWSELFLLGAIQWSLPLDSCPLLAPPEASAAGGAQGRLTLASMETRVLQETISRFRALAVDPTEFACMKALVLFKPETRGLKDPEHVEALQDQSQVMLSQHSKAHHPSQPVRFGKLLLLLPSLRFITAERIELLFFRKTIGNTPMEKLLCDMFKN
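Material: NR2E3–RetCOR corepressor complex / Incubation: Compound–protein incubation for 5 h at 4 °C / Dosing: compound at 4.8 µM, single dose / Detection: time-resolved FRET / Benchmarks: high control biotin, low control 0.6% DMSO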
Peg3 promoter = Peg3 promoter activity inhibition; AID 588405; 360,000 compounds, 1.7% hits; HeLa PEG-Prom luciferase reporter, luminescence, overnight; inhibition, % at 20 µM;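 active = inhibition of at least 50% at 20 µM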
NR2E3 ag-2 = activates human NR2E3 receptor; Q9Y5X4; 360,000 compounds, 0.35% hits; inhibition of corepressor binding, % at 3.98 µM; AID 602229; CHO-S Gal4-NCOR/VP16-NR2E3 two-hybrid, luciferase;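 active = inhibition above the mean of all tested compounds plus 3 SD, cut at about 70% in these data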;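 also: 0% = DMSO with NR2E3 transfected cells and 100% = cells lacking NR2E3 construct; higher means lower luciferase signal from less NR2E3 corepressor binding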
TWEAK Fn14 block = blocks TWEAK-Fn14 interaction in a reporter cell assay; TWEAK-stimulated Fn14 reporter cells, luciferase luminescence, 8 h; inhibition, % at 10 µM; 360,000 compounds, 2% hits; AID 1159606; in the data active = inhibition above about 50%
HIF-2a inh = blocks HIF-2a reporter activity. 786-0 RCC cells HIF-2a reporter, luciferase luminescence, overnight. inhibition, % at 18.8 µM. 360,000 compounds, 0.72% hits. AID 624352;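 active = inhibition of the luminescence signal of 40% or more relative to plate controls, in a single-dose primary screen at 18.75 µM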
hiPSC survival = hiPSC single-cell survival enhancement; 360,000 compounds, 0.044% hits; AID 602274; survival enhancement, % at 20 µM; ATPlite luminescence; 100% = ROCK inhibitor wells, 0% = DMSO; in the data active = survival enhancement above about 18%;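 also: cells exposed to compounds for 16 hours before the ATP read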
TRPM1 prom inh = MITF TRPM1 promoter inhibition in SK-MEL-5 cells. SK-MEL-5 TRPM1 promoter luciferase, 24 h. inhibition, % at 12.5 µM. 330,000 compounds, 0.83% hits. AID 488899;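 active = mean inhibition across replicates of 60% or more, whatever share of single replicates reaches that level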; also: values of inactives mirror those of a sister screen read the other way
* marks the source's active call; other numbers are inactive results. A portion of the library, so the mix of outcomes need not match the whole.

SMILES	CF NFkB inh	Shn3 3UTR inh	aDG glyco act	KKLEB cytotox	NR2E3 ag-1	Peg3 promoter	NR2E3 ag-2	TWEAK Fn14 block	HIF-2a inh	hiPSC survival	TRPM1 prom inh
O=C(CCN1CCN(CCO)CC1)N1c2ccccc2Sc2ccc(C(F)(F)F)cc21	0.2	-7.6	0.3	13.5	2.0	-9.0	8.2	-1.8	3.9	0.4	-8.4
